# Screening results (PubChem BioAssay)
# PKA-R2B act: activates the human PKA-R2B holoenzyme complex; P22694+P31323; PKA-R2B holoenzyme dissociation, Cy5-IP20 fluorescence polarization; R2B truncated from residue 108, S112A mutant; 0% DMSO only, 100% 113 µM cGMP; activation, % at 11.4 µM; 0.079% of 340,000 active; AID 504700;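 active = activation above a cutoff set at the mean over all compounds plus 3 SD, cut at about 18% in these data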;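 also: higher means more holoenzyme dissociation and a rise in polarization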
# PKA-R1A act: PKA-R1A complex activation; P00514+P68181; PKA-R1A dissociation, Cy5-IP20 fluorescence polarization; scaled: DMSO 0%, 113 µM cGMP 100%; activation, % at 11.4 µM; 0.083% of 340,000 active; AID 504707;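 active = percent activation above the mean of all tested compounds plus 3 SD, cut at about 19% in these data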;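 also: higher means more PKAc released from R1A so a rise in polarization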
# NSD2 HMT inh: inhibitors of human histone methyltransferase NSD2; NSD2 peptide methylation, AlphaScreen, 120 min; 0.54% of 310,000 active; inhibition, % at 12.5 µM; AID 743445; in the data active = inhibition above about 50%
# Arr AP2 block: blocks beta-arrestin peptide binding to AP2 adaptin | 0.31% of 340,000 active | FITC-arrestin peptide / GST-AP2 beads, flow cytometry; AP2 beta2 appendage carries R879A mutation | inhibition, % at 10 µM;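 active = inhibition above a set limit, near 3 SD of compounds lacking own fluorescence, cut at about 54% in these data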;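 also: plate controls were DMSO wells for no effect and 5 µM unlabelled arrestin peptide for full effect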
#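 Test system: GST-tagged AP2 beta2-adaptin appendage (R879A) on 4 µm glutathione beads; also added: fluorescein-tagged arrestin peptide at 50 nM final; timing: 12 min plus 1 h, RT; signal: flow cytometry, FL1 (488/535 nm); read-out: percent drop in bead-associated FITC signal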
# Pemphigus Ab inh: blocks pemphigus antibody binding to human desmoglein-3; P32926; DSG3-coupled beads, scFv-anti-DSG3-GFP binding, flow cytometry; stronger effect = lower value; binding (percent of control), % at 10 µM; 0.48% of 310,000 active; AID 588358;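 active = binding more than 3 SD below its plate's average and above zero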;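 also: hits lower antibody fragment binding to DSG3; some compounds called inactive have numbers as strong as hits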
# Target sequence (P32926 whole entry, looked up, the tested form may be a part): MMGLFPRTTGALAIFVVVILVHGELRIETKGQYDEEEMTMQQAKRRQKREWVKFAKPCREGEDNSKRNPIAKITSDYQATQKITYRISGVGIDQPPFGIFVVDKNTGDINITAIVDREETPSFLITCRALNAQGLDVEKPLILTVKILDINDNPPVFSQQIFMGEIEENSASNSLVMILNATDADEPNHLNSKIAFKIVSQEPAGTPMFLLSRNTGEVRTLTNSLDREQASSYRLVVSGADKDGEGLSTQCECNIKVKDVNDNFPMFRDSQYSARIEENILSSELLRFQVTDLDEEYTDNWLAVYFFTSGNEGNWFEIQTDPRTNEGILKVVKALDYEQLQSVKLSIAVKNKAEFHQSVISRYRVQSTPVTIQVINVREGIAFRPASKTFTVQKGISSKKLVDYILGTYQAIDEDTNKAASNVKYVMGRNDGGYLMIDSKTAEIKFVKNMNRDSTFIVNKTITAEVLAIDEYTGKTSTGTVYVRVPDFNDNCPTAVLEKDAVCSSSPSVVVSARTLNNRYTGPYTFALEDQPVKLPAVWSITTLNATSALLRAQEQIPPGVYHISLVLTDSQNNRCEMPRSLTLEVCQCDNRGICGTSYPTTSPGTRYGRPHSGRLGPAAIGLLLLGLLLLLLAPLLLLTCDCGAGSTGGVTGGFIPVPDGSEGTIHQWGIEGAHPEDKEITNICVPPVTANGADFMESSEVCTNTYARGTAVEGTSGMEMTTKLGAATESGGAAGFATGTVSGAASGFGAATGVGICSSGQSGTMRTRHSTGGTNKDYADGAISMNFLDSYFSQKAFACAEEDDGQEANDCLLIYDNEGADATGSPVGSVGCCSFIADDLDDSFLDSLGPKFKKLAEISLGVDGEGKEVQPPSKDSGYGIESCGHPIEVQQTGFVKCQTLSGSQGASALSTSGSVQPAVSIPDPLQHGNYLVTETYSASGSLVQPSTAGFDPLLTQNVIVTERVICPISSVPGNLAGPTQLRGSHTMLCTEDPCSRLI
# CDK5 inh: blocks human CDK5/p35 kinase activity | Q00535+Q15078 | Recombinant CDK5/p35, ADP-Glo luminescence, 60 min | inhibition, % at 10 µM | 0.01% of 330,000 active | AID 488839;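 active = highest replicate inhibition of at least 50% and at least 75% of replicates reaching 50%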;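 also: plate controls were DMSO neutral control for no effect and GW8510 at 10 µM for full effect; many of its hits are not listed in these tables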
# SR-BI uptake up: enhances SR-BI lipid uptake from DiI-HDL; 0.096% of 320,000 active; AID 504775; activation, % at 12.5 µM; CHO ldlA[mSR-BI] cells, DiI-HDL uptake fluorescence, 3 h; 100 = double the neutral-control signal;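 active = mean replicate activation of at least 60% and every replicate at or above 60%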;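 also: 0% = median plate neutral-control signal and 100% = twice that signal; values of inactives mirror those of a sister screen read the other way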
#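 Test system: SR-BI-overexpressing, LDLR-lacking CHO cells; Medium: Ham's F12 with 0.5% BSA, HEPES 25 mM, pH 7.4; Schedule: 3 h, 37 °C; Technique: bottom-read fluorescence, 550/595 nm.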
# SR-BI DiI inh: blocks mouse SR-BI lipid uptake from DiI-HDL | 0.96% of 320,000 active | Q61009 | inhibition, % at 12.5 µM | ldlA[mSR-BI] CHO cells, DiI-HDL uptake fluorescence, 3 h | AID 488896;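 active = mean replicate inhibition of at least 70% and a set share of replicates each scoring 70 or more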;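 also: 0% = median of neutral control wells and 100% = median of positive control wells; values of inactives mirror those of a sister screen read the other way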
# Mot1-301 SUMO: inhibitors of SUMOylation pathway: yeast Mot1-301 growth rescue; AID 2716; S. cerevisiae Mot1-301 growth rescue, ATP luminescence, 38.5C; percent above DMSO median, 100 means doubled; growth rescue, % at 18.8 µM; 1% of 320,000 active;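 active = every valid replicate shows activation above 250% relative to neutral control wells; inactive = the rest, any valid replicate at or below 250%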;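 also: OY570 slx delta 5 strain wells were the positive control but not used for scaling; some compounds called inactive have numbers as strong as hits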
# MITF TRPM1 HTS: activators of MITF-driven TRPM1 promoter activity in SK-MEL-5 cells; 0.75% of 300,000 active; activation, % at 12.5 µM; SK-MEL-5 TRPM1-promoter luciferase, 24 h; % of positive control, neutral wells = 0;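 active = mean activation of at least 80% with every replicate also reaching 80%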;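 also: 0% = neutral control wells and 100% = parthenolide positive control wells; values of inactives mirror those of a sister screen read the other way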
# dFosB activator: mouse delta FosB homodimer activation; purified delta FosB, TAMRA-CDK5 oligo fluorescence polarization; percent of positive-control signal above neutral wells; AID 493131; 0.99% of 340,000 active; activation, % at 25 µM; P13346;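 active = mean activation above about 17%, with every replicate also reaching it, limit read from the data, passing the limit was not always enough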;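 also: fluorescence polarization rise as delta FosB binds a TAMRA Cdk5 AP-1 oligo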
# * = called active by the depositor; i = inactive; · = not tested or not shown; + = active, no number.
# Each structure is followed by: PKA-R2B act, PKA-R1A act, NSD2 HMT inh, Arr AP2 block, Pemphigus Ab inh, CDK5 inh, SR-BI uptake up, SR-BI DiI inh, Mot1-301 SUMO, MITF TRPM1 HTS, dFosB activator
1	CC(C)c1nc(CNC(=O)CC2C(=O)NCCN2Cc2cccc(F)c2F)cs1 (configuration not stated)
  -2, 6, 2, 8, 97, 0.9, -9, 9, 4, 4, -9
2	CC(C)(C)NCC(=O)N/N=C/c1ccc(OCc2ccccc2)cc1
  -6, 8, 0, 3, 105, -1.5, 0, 0, -36, 87*, -11
3	CSc1ccc(/C=C/C(=O)OCC(=O)NC2CC2)cc1
  9, 2, 1, -2, ·, 1.5, -19, 19, -1, 14, -1
4	O=C(NN=C1CCCC1)c1[nH]c2ccc(Cl)cc2c1-c1ccccc1
  ·, ·, 1, -10, 100, 2.8, -47, 47, 262, ·, -12
5	Nc1nc(C2CCOCC2)cs1
  7, -1, -4, -13, 101, 3.0, 8, -8, -5, ·, -6
6	COc1ccc(C(=O)n2cnc3ccccc32)cc1Br
  0, 3, -1, -14, 115, 1.2, 22, -22, -4, -10, 2
7	Cc1ccc(N=Nc2ccc(O)c3ncccc23)cc1
  -5, -6, -1, 2, 82, 0.1, -38, 38, -20, -86, -8
8	O=C(Nc1ccc(S(=O)(=O)N2CCCCCC2)cc1)c1ccc(Br)o1
  0, 2, -7, 7, 100, 3.3, -21, 21, 17, 43, -1
9	CCCN(CC(=O)Nc1cc(Cl)ccc1Cl)C(=O)CN1C(=O)C2CCCCC2C1=O (configuration not stated)
  1, -4, -4, 3, 111, 0.7, ·, -1, -10, -6, -7
10	O=c1[nH]cnc2nc(-c3ccccc3)c(-c3ccccc3)nc12
  5, 4, -3, 23, 99, -0.9, 9, -9, -2, -14, -4
11	COc1ccc(NC(=O)c2cccc(Oc3ccccc3)c2)cn1
  -3, -7, 2, 10, 102, -3.5, 12, -12, 4, 2, -15
12	O=C(NCC1CCCO1)C(c1cccs1)N(C(=O)c1ccc(CN2CCOCC2)o1)c1ccc(Cl)cc1 (configuration not stated)
  0, 2, 0, 2, 116, -0.8, 1, -1, -3, 0, -1
13	COCCNC(=O)C(c1ccc(C)o1)N(C(=O)c1snc(C(N)=O)c1N)c1ccc(C)c(C)c1 (configuration not stated)
  -7, -9, -7, -4, 98, 0.6, 14, -14, 31, 15, -7
14	Cc1cccc(NC(=S)N(Cc2cccs2)Cc2cc3cc(C)ccc3[nH]c2=O)c1
  0, -3, -1, 1, 78, -2.9, 6, -6, -25, 0, 8
15	O=C(c1ccccc1)c1ccc(OCCCN2CCCCC2)cc1
  8, 1, 3, -11, 97, -3.2, 6, -6, 13, -5, 5
16	O=c1[nH]c(SCc2nc3ccccc3c(=O)n2-c2ccccc2)nc2ccccc12
  2, 3, -1, 20, 101, -1.0, -6, 6, 1, -9, -7
17	COc1ccc(CNS(=O)(=O)NCc2ccc(OC)c(OC)c2)cc1OC
  -6, -3, -1, 0, 103, 1.2, -6, 6, i, -1, -2
18	CC(C)C(OC(=O)Cn1nnc2ccccc21)C(=O)NC1CCCC1 (configuration not stated)
  13, 0, 4, 0, ·, 0.5, 17, -17, 50, -3, 0
19	COc1ccccc1-n1c(C)nnc1SCC(N)=O
  16, 4, 4, 8, 109, 0.2, -2, 2, -3, 7, 0
20	CNc1sc(C(=O)c2ccc(F)cc2)c(N)c1-c1nc2ccccc2s1
  7, 6, 3, 13, 94, 2.9, -90, 90*, -9, 7, -9
21	O=C(N1CCN(c2ccccc2)CC1)C1(S(=O)(=O)c2ccc(Cl)cc2)CC1
  1, 3, 1, 6, ·, 2.0, -5, 5, -5, -4, -8
22	O=C(Nc1nc2ccc(Cl)cc2s1)c1ccc(Br)o1
  -5, 7, -5, 0, ·, 1.1, -54, 54, -15, 59, -5
23	CCN(C(=S)Nc1ccc(OC(F)F)cc1)C1CCCCC1
  -3, 9, 43, -2, 98, -3.0, 8, -8, 73, -8, -2
24	O=C(O)c1cc(Cl)ccc1NC(=O)C1CCCO1 (configuration not stated)
  -4, -9, 0, 9, 85, 0.1, 9, -9, 1, -1, -4
25	O=C(O)C1CC=C(Cl)CC1C(=O)NCc1ccccc1 (configuration not stated)
  7, -6, -4, 5, 101, -1.4, 35, -35, ·, ·, -6
26	Cc1ccccc1NC(=O)c1ccc(CSc2ncccn2)cc1
  -8, -2, -1, 16, 106, 0.6, -14, 14, 16, 35, -3
27	O=C(Nc1ccc(N2CCOCC2)cc1N1CCOCC1)c1ccco1
  -1, 3, -4, -4, ·, 1.2, -7, 7, 39, -2, -2
28	CC(=O)Nc1ccc(NC(=O)CCC(=O)NCCO)cc1
  -9, 0, 1, -5, 98, 1.0, -1, 1, -17, -11, -3
29	CCN(C(=O)CN1C(=O)c2ccc([N+](=O)[O-])cc2C1=O)C1CCS(=O)(=O)C1 (configuration not stated)
  3, 3, 1, 28, 100, -0.1, 5, -5, 18, 10, -7
30	CCC1CN(C(=O)NCc2ccc(C)cc2)c2cc(Cl)ccc2O1 (configuration not stated)
  -3, -9, -11, -7, 98, 0.5, -19, 19, 44, 1, -4

# Ordered by count of non-hydrogen atoms (smallest number first): some entries from above
# Each structure is followed by: PKA-R2B act, PKA-R1A act, NSD2 HMT inh, Arr AP2 block, Pemphigus Ab inh, CDK5 inh, SR-BI uptake up, SR-BI DiI inh, Mot1-301 SUMO, MITF TRPM1 HTS, dFosB activator
19	COc1ccccc1-n1c(C)nnc1SCC(N)=O
  16, 4, 4, 8, 109, 0.2, -2, 2, -3, 7, 0
27	O=C(Nc1ccc(N2CCOCC2)cc1N1CCOCC1)c1ccco1
  -1, 3, -4, -4, ·, 1.2, -7, 7, 39, -2, -2
16	O=c1[nH]c(SCc2nc3ccccc3c(=O)n2-c2ccccc2)nc2ccccc12
  2, 3, -1, 20, 101, -1.0, -6, 6, 1, -9, -7

# 4 compounds from above with just PKA-R1A act, MITF TRPM1 HTS and CDK5 inh.
cpd	canonical_smiles	PKA-R1A act	MITF TRPM1 HTS	CDK5 inh
5	Nc1nc(C2CCOCC2)cs1	-1	·	3.0
6	COc1ccc(C(=O)n2cnc3ccccc32)cc1Br	3	-10	1.2
7	Cc1ccc(N=Nc2ccc(O)c3ncccc23)cc1	-6	-86	0.1
8	O=C(Nc1ccc(S(=O)(=O)N2CCCCCC2)cc1)c1ccc(Br)o1	2	43	3.3

# The list continues:
# Each structure is followed by: PKA-R2B act, PKA-R1A act, NSD2 HMT inh, Arr AP2 block, Pemphigus Ab inh, CDK5 inh, SR-BI uptake up, SR-BI DiI inh, Mot1-301 SUMO, MITF TRPM1 HTS, dFosB activator
31	COc1ccc(C(=O)N2c3ccccc3C(=O)OC2c2ccc3c(c2)OCO3)cc1 (configuration not stated)
  -17, -7, -4, 10, ·, -0.8, -2, 2, -15, 9, -6
32	O=C(c1cc(N2C(=O)C3C4CCC(C4)C3C2=O)ccc1Cl)N1CCN(c2ccccc2)CC1 (configuration not stated)
  -6, -4, -2, -8, 97, ·, -3, 3, +, 0, -6
33	Cc1ccnc(N2CCC(C(=O)Nc3ccc4c(c3)OCCO4)CC2)n1
  -6, 3, 4, -5, 102, -4.6, 1, -1, ·, 17, 7
34	Cn1c(=O)c2cc(S(=O)(=O)NCCC(=O)NCCC3=CCCCC3)ccc2n(C)c1=O
  -16, 0, -1, -6, 95, -6.5, 11, -11, -17, 2, -11
35	CC[C@@H](C)[C@@H](C(=O)N1CCN(C(=O)OC(C)(C)C)CC1)n1cc(CCCN=C(NC(=O)OC(C)(C)C)NC(=O)OC(C)(C)C)nn1
  0, -7, ·, 0, 101, 0.8, 0, 0, -1, -1, -11
36	CC1(C)Cc2c(c(=S)nc(-c3ccccc3)n2CCN2CCOCC2)CO1
  1, -3, 16, -5, 105, 0.9, 5, -5, -1, -2, -2
37	O=S(=O)(c1ccc2ccccc2c1)N1CCN(S(=O)(=O)N2CCCCC2)CC1
  1, 2, 0, -2, 97, -2.0, 11, -11, -13, 1, -7
38	COc1ccc(CCNC2=C(Cl)C(=O)N(CCc3ccc(OC)c(OC)c3)C2=O)cc1OC
  -1, 4, 0, 5, 82, -0.3, -55, 55, 142, -50, 0
39	COc1ccccc1-n1cnc2cc(NC(=O)c3ccco3)ccc21
  -20, 11, 17, 9, 83, 0.0, -14, 14, -32, 11, -4
40	COc1cc(C2Nc3ccc4ncccc4c3C3=C2C(=O)CCC3)cc(OC)c1O (configuration not stated)
  -3, 4, ·, 3, 105, 0.3, -13, 13, 18, -41, -6
41	CN(C)CCNCc1ccccc1OC1CCCC1
  1, 4, 4, 0, 98, -0.8, 38, -38, -8, -1, 3
42	CC(Cc1ccccc1)C(=O)NCc1ccccn1 (configuration not stated)
  5, -1, ·, -1, 102, 1.6, 8, -8, -12, 16, 10
43	CC(=O)Cc1nsc(NC(=O)c2ccc(-c3ccccc3Cl)o2)n1
  6, 1, -4, -3, 109, 0.7, -2, 2, 1, 11, -22
44	CCCCNC(=S)N1CCN(c2nc3ccccc3s2)CC1
  1, 4, -3, 4, 106, -2.3, -18, 18, 80, -6, -9
45	COc1ccc(C(=O)Nc2cccc(C(=O)O)c2)cc1S(=O)(=O)N1CCCC1
  1, -10, 26, -9, 104, 1.0, 20, -20, 8, -8, -1
46	CCN(CC)C(=O)C(=O)N/N=C/c1cccc(Br)c1
  -4, 2, -4, 0, 106, 0.4, 1, -1, 25, -2, -4
47	COc1cccc(OC)c1C(=O)Nc1cccc(C(C)=O)c1
  9, 3, -4, -4, ·, 0.1, 14, -14, 1, -2, -3
48	CC12CCC(C(=O)N3CCN(C(c4ccccc4)c4ccccc4)CC3)(OC1=O)C2(C)C (configuration not stated)
  -1, -9, -10, 3, ·, 2.7, 29, -29, 105, ·, -9
49	Cc1cccc(NC(=O)CCC(=O)Nc2nnc(C(F)(F)F)s2)c1
  -4, 4, -1, -24, 108, -0.2, -2, 2, -18, ·, -4
